Compound activity deposited in PubChem BioAssay by The Scripps Research Institute Molecular Screening Center.
TbREL1 primary: TbREL1 inhibition, primary screen | P86926 | TbREL1 RNA ligation, FRET fluorescence | actives 0.49% (n = 89,000) | inhibition, % at 9.66 µM | AID 1117264;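 active = inhibition above the mean inhibition across all screened compounds plus 3 SD, cut at about 11% in these data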;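 also: 0% = plate median of test wells and 100% = NSC42067 control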
Target sequence (P86926 whole entry, looked up): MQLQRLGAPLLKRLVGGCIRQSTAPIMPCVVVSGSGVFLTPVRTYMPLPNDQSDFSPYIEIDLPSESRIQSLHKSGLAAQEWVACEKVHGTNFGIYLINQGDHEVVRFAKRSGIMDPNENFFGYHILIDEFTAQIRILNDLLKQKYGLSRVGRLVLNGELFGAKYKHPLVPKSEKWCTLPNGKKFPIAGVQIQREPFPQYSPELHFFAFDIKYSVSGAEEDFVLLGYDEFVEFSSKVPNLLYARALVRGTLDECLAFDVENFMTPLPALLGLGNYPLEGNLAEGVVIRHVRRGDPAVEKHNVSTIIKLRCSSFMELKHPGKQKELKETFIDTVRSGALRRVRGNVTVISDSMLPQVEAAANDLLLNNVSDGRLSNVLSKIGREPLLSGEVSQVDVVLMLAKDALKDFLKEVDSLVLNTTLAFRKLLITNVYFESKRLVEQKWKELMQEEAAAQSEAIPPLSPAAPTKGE
* marks the source's active call; other numbers are inactive results.

SMILES	TbREL1 primary
CCCCNS(=O)(=O)NC(=O)C1=C(N2CCCC2)COC1=O	5
COc1ccc(N2C(=O)CCC(C(=O)NCc3ccccn3)C2c2ccc(F)cc2)cc1 (stereo unspecified)	-1
O=C(NC1CCCCC1)c1ccc(S(=O)(=O)NCc2ccco2)cc1	-3
C/C(CC(=O)Nc1ccccn1)=N\NC(=O)C(=O)Nc1ccccc1C	6
CNc1ncc(C(=O)c2ccc(-c3ccccc3)cc2)s1	2
O=C(CN(C(=O)OCC1c2ccccc2-c2ccccc21)[C@@H](Cc1ccccc1)C(=O)O)OCc1ccc(C(=O)NCc2ccccc2)cc1	4
CCc1cc2cc3c(cc2nc1SCC(=O)Nc1c[nH]c(=O)[nH]c1=O)OCO3	7
COc1ccc2cc3c(N)c(C(=O)NCc4ccco4)sc3nc2c1	-1
Cn1c(=O)n(-c2cccc(Cl)c2)c(=O)n1C	5
O=C(Nc1ccc(F)cc1Cl)c1ccc2c(=O)n3c(nc2c1)CCCCC3	5
CN(C)N=C1c2cc(S(=O)(=O)N3CCOCC3)ccc2-c2ccc(S(=O)(=O)N3CCOCC3)cc21	4
O=c1cc(CO)oc(C(Nc2cccc([N+](=O)[O-])c2)c2ccccn2)c1O (stereo unspecified)	2
Cc1nc2cc(C(=O)NCCN3CCOCC3)ccc2n1-c1ccc(F)cc1F	-1
S=C(Nc1ccccc1Cl)NC1CCN(Cc2ccccc2)CC1	-3
CC(C)(C)NCc1cc2ccccc2[nH]c1=O	0
O=[N+]([O-])c1ccccc1C=Nn1c(-c2cc(-c3ccccc3)n[nH]2)n[nH]c1=S	2
CCN1CCN(Cc2ccc(NC(=O)Nc3ccc(OC)cc3)cc2)CC1	1
COc1ccc(S(=O)(=O)N2CCN(C(c3ccccc3)c3ccccc3)CC2)cc1NC(C)=O	0
CN(C)c1ccc(/C=C2/C=C(c3ccc4c(c3)CCCC4)OC2=O)cc1	0
CCCC(=O)NC(c1ccc(OC)cc1)c1ccc2cccnc2c1O (stereo unspecified)	0

Arranged by molecular weight (ascending): part of the list above.
SMILES	TbREL1 primary
O=C(NC1CCCCC1)c1ccc(S(=O)(=O)NCc2ccco2)cc1	-3
CCN1CCN(Cc2ccc(NC(=O)Nc3ccc(OC)cc3)cc2)CC1	1
O=C(Nc1ccc(F)cc1Cl)c1ccc2c(=O)n3c(nc2c1)CCCCC3	5
O=C(CN(C(=O)OCC1c2ccccc2-c2ccccc21)[C@@H](Cc1ccccc1)C(=O)O)OCc1ccc(C(=O)NCc2ccccc2)cc1	4

Looked up above:
CCN1CCN(Cc2ccc(NC(=O)Nc3ccc(OC)cc3)cc2)CC1 in TbREL1 primary has 1
Cn1c(=O)n(-c2cccc(Cl)c2)c(=O)n1C in TbREL1 primary has 5
CN(C)N=C1c2cc(S(=O)(=O)N3CCOCC3)ccc2-c2ccc(S(=O)(=O)N3CCOCC3)cc21 in TbREL1 primary has 4
O=C(CN(C(=O)OCC1c2ccccc2-c2ccccc21)[C@@H](Cc1ccccc1)C(=O)O)OCc1ccc(C(=O)NCc2ccccc2)cc1 in TbREL1 primary has 4

(next part)
SMILES	TbREL1 primary
CCCC(C(=O)NCCC(C)C)N(Cc1ccccc1)C(=O)c1snc(C(N)=O)c1N (stereo unspecified)	4
Cc1onc(-c2c(Cl)cccc2Cl)c1NC(=O)NC1CCSC1 (stereo unspecified)	4
COc1ccc(CCNC(=S)Nc2ccc(C(C)C)cc2)cc1	2
O=C1CCC(C(=O)N(CCO)Cc2ccccc2)CN1CC1CCCCC1 (stereo unspecified)	-1
O=C(COc1ccc2ccc(=O)oc2c1)NCCN1CCOCC1	4
O=C(NC1CC1)c1ccc2c(c1)S(=O)(=O)c1cc(Cl)ccc1C2=O	3
CCCCn1c(N)c(N(C)C(=O)c2c(C)nn(-c3ccccc3)c2C)c(=O)[nH]c1=O	-2
CN(C)CCCN=Cc1c(O)n(Cc2ccccc2)c(=O)c2ccccc12	-1
C/C=C/c1ccc(OCC(O)CNCC(c2ccc(OC)cc2)N(C)C)c(OC)c1 (stereo unspecified)	6
CN(Cc1ccccc1F)C(=O)C1CCC(CNS(=O)(=O)c2cccc3cccnc23)CC1 (stereo unspecified)	1
COc1cc(OC)cc(C(=O)OCC(=O)N(C)c2ccccc2)c1	-2
N#Cc1ccccc1/C=N/Nc1nc(-c2ccccc2)c2cc(Cl)ccc2n1	0
CCn1c(=N)n(CC(O)c2ccccc2)c2ccccc21 (stereo unspecified)	0
O=C(Nc1c(C(=O)Nc2cccc3ccccc23)cnn1-c1ccccc1)c1ccco1	-3
O=C1CCCC/C1=C\Nc1ccccc1C(=O)O	-1
COC(=O)[C@@]12CCCN1[C@H](c1ccc(SC3CCCCC3)cc1)[C@H]1C(=O)N(C)C(=O)[C@H]12	-1
CN(C)CC1CCCCC1C1(O)c2ccccc2CSc2sccc21 (stereo unspecified)	2
C[C@H]1CCC[C@]2(O[C@H](CCO)C[C@H](O)[C@H]2O)O1	6
COc1ccc(OCC(=O)Nc2c3c(nn2C(C)(C)C)CSC3)cc1	0
CCn1c(SCC(=O)Nc2cc(NC(C)=O)ccc2OC)nnc1-c1ccncc1	6
Cc1onc(-c2ccccc2)c1C(=O)NC1CC1	-1
COc1ccc(S(=O)(=O)NCC(=O)N(CC(=O)NCC2CCCO2)Cc2ccccc2)cc1 (stereo unspecified)	2
CC(=O)c1ccc(NC(=O)CSc2ccc(-c3ccco3)nn2)cc1	-2
c1ccc(C(c2nnnn2Cc2cccs2)N2CCN(C3CCCC3)CC2)cc1 (stereo unspecified)	-2
CC(C)C1S/C(=N/N=C/c2ccco2)NC1=O (stereo unspecified)	-1
CC1CCN(C(=O)C2CCN(S(=O)(=O)c3cc(Cl)ccc3Cl)CC2)CC1	8
O=S(=O)(NCCNS(=O)(=O)c1ccc(F)cc1)c1ccc(F)cc1	1
COc1ccc2sc(N(CCN(C)C)C(=O)/C=C/c3cccs3)nc2c1	0
CC(c1ccccc1)N(C)C(=O)CN1CCN(S(=O)(=O)c2ccc3c(c2)OCCCO3)CC1 (stereo unspecified)	-4
CCOC(=O)c1sc(=S)n(-c2cc(OC)ccc2OC)c1N	-1
O=C(Cc1cccs1)NCCCc1ccccc1	1
O=C(CCCc1ccccc1)Nc1ccnn1C1CCN(Cc2ccc(CO)o2)CC1	-4
O=C1NC(=O)C2(CCCCCCCCCCC2)N1	-2
Cc1nnc(SCC(=O)Nc2ccccc2NC(=O)CSc2nnc(C)s2)s1	-2
C#CCOCCOCCOCCNc1nc(N2CCOCC2)nc(N2CCN(C(=O)[C@H](CCC(=O)O)n3cc(C(N)CC(C)C)nn3)CC2)n1 (stereo partly specified)	7
COc1cc(C(O)P(=O)(OCC(C)C)c2ccc(N(C)C)cc2)cc(OC)c1OC (stereo unspecified)	-3
Cc1ccc(S(=O)(=O)N2C(=O)CCC2C(=O)N2CCN(C)CC2)cc1 (stereo unspecified)	0
NC1=NN(c2cccc(C(=O)O)c2)C(=O)C1	-3
Cc1ccc(S(=O)(=O)N(C)c2nonc2C)cc1	1
Cc1nc(NC(=O)CCl)sc1C(=O)N(C)C	4
CC(C)C[C@@H]1Cc2[nH][nH]c(=O)c2[C@H](CCc2ccccc2)O1	-6
Cc1cc(C(F)(F)F)n(-c2ccc(N)cc2)n1	-1
C=CCn1c(O)c(N=Nc2ccccc2O)c2ccccc21	-1
CN(Cc1ccccc1)C(=O)COC(=O)CNS(=O)(=O)c1ccc2ccccc2c1	1
COC(=O)C1=CN(c2ccc(F)cc2)C(N)=C(C#N)C1c1cccc(OC)c1OC (stereo unspecified)	-1
CN(C)c1ncccc1-c1nc2ccccc2s1	-5
CCOc1ccc(N(CC(=O)Nc2ccc(OC)cc2)S(=O)(=O)c2c(C)[nH]c(=O)[nH]c2=O)cc1	7
Nc1cccc2c1C(=O)N(c1ccccc1)C2=O	0
Cc1ccccc1CSc1nnc([C@@H]2CCCN2)o1	0
Cc1sc2nc(COC(=O)CNC(=O)c3cc(F)ccc3F)[nH]c(=O)c2c1C	2
O=C(CN1CCCCCCC1)N/N=C/c1ccc([N+](=O)[O-])o1	7
CN1CCN(C(=O)CN2C(=O)NC(C)(c3ccc4ccccc4c3)C2=O)CC1 (stereo unspecified)	-2
Cc1ccc(-n2ccnc(SCC(=O)NC3CCCCC3)c2=O)cc1F	0
CN(C)CCN(C(=O)C1=COCCO1)c1nc2ccc(Cl)cc2s1	-1
Cc1ccc(CS(=O)(=O)c2cn(CC(=O)Nc3ccon3)c3ccccc23)cc1	-2
O=C(c1cccs1)C1C(c2ccc(Br)cc2)NC(=S)NC1(O)C(F)(F)F (stereo unspecified)	-1
CC(C)COc1ccc(CSCCNC(=S)Nc2ccccc2)cc1	-5
CC(=O)NC1=NN(C(C)=O)C(C)(c2ccco2)S1 (stereo unspecified)	0
COc1cccc(CN(C)C(=S)Nc2cccc(C)c2)c1	-2
CCn1ccnc1CN1CCc2c([nH]c3ccccc23)C1CC(C)C (stereo unspecified)	-3
(list continues)
SMILES	TbREL1 primary
CCOc1ccc(S(=O)(=O)N(CC)CC(=O)NCc2cccnc2)cc1C	1
O=C(N/N=C/c1ccc(OC(=O)c2ccccc2Cl)cc1)c1ccc(O)cc1	0
CCC(=O)c1c[nH]c(C(=O)NCc2ccco2)c1	0
CCOC(=O)c1cc(-c2ccc(C#N)cc2)nc2c1c(C)nn2CCC#N	1
O=C(Nc1ccc2nc(C3CC3)n(Cc3ccccc3)c(=O)c2c1)C1CC1	0
Cc1cc(N2CCN(c3ccccc3)CC2)n2c(n1)nc1ccccc12	-4
Nn1c(SCC(=O)Nc2ccccc2F)nnc1-c1cccs1	1
COCc1nnc(NC(=O)CS(=O)(=O)c2ccc(C)cc2)s1	5
S=C(c1ccc(-c2cccc(Cl)c2)o1)N1CCCCC1	1
CCc1nn2c(NCCOC)cc(C)nc2c1-c1ccc(F)cc1	-2
O=C(O)C(O)(c1ccccc1)C(O)c1ccccc1 (stereo unspecified)	-1
O=C1c2ccccc2S(=O)(=O)c2cc(C(=O)N3CCN(c4ccc(Cl)cn4)CC3)ccc21	3
O=C(CCNS(=O)(=O)c1cccs1)NCc1ccco1	-2
O=C(NCc1ccncc1)c1ccc(Cn2cc(C(F)(F)F)ccc2=O)cc1	4
Brc1ccc(-c2nc(-c3ccncc3)no2)cc1	-1
Cc1noc(NC(=O)c2ccccc2Cl)c1C#N	1
COc1ccc2[nH]c(-c3cccc(F)c3)cc(=O)c2c1	3
Cc1nnc2c(NCCC(C)C)nc3ccccc3n12	2
O=C(CCN1CCN(c2ccc(Cl)cc2)CC1)Nc1ccccc1F	2
CCn1cc(C(=O)OCC(=O)OC2CC(C)CCC2C(C)C)c(=O)c2ccc(C)nc21 (stereo unspecified)	6

As a working copy, part of the list above:
SMILES	TbREL1 primary
O=C(CCN1CCN(c2ccc(Cl)cc2)CC1)Nc1ccccc1F	2
CCn1cc(C(=O)OCC(=O)OC2CC(C)CCC2C(C)C)c(=O)c2ccc(C)nc21 (stereo unspecified)	6

Gathered by group, those above containing a CF3 group.
SMILES	TbREL1 primary
Cc1cc(C(F)(F)F)n(-c2ccc(N)cc2)n1	-1
O=C(c1cccs1)C1C(c2ccc(Br)cc2)NC(=S)NC1(O)C(F)(F)F (stereo unspecified)	-1
O=C(NCc1ccncc1)c1ccc(Cn2cc(C(F)(F)F)ccc2=O)cc1	4

The listing continues.
SMILES	TbREL1 primary
O=C1[C@H](Cc2ccccc2)NCC=CC[C@@H](c2ccco2)N1Cc1ccccc1	2
CC[C@@H]1C(c2ccccc2)=NN(c2ccccc2)[C@H]1C(=O)N1CCOC1=O	4
COc1cc2oc(=O)cc(-c3ccc(-c4ccc(OC(F)(F)F)cc4)cc3)c2c(OC)c1OC	-1
Cc1nn(Cc2ccc(Cl)c(Cl)c2)c(C)c1NC(=O)c1cn(-c2ccccc2)nc1-c1ccccc1	0
C[C@H](O)[C@@H]1C(=O)N2CCc3ccc(N4CCOCC4)cc3[C@@H]2C[C@@H]1N(C)C(=O)Nc1ccccc1	0
c1nc(NCC2CC2)c2cc(-c3ccc4c(c3)OCO4)ccc2n1	2
CCOCCn1c(COc2ccc(C)cc2)nc2ccccc21	1
COc1cc(-c2noc(C)c2C(=O)NCCO)cc(OC)c1OC	-2
COc1cc(-c2nnc(COC(=O)c3ccc(C)o3)o2)cc(OC)c1OC	-2
Cc1ccc(-c2csc(Cc3nc(-c4ccc5c(c4)CCC(=O)N5)cs3)n2)cc1	0
C/C(=N\NC(=O)c1ccc(F)cc1)c1ccc(NC(=O)Cc2ccccc2)cc1	0
COC(=O)CCC(=O)OC1(C)C(=O)C=C2C=C(C3CC3)N(C3CCCCC3)C=C2C1=O (stereo unspecified)	-2
COc1cc(CC(=O)NNC(=O)c2cc(C)oc2C)cc(OC)c1OC	0
CC(C)C(NC(=O)c1ccco1)C(=O)OCC(=O)c1ccccc1 (stereo unspecified)	1
CCC(C)Sc1ccc([C@H]2N[C@@](C)(C(=O)OC)[C@H]3C(=O)N(C)C(=O)[C@@H]23)cc1 (stereo partly specified)	-3
CC1(C)CC(=O)C=C(Nc2ccc(O)c(C(=O)O)c2)C1	-7
Cc1cccc(-c2nc(CN3CCCC(C(=O)NC4CCCC4)C3)c(C)o2)c1 (stereo unspecified)	1
O=CN1CCN(C(=S)Nc2ccc(OC(F)F)cc2)CC1	-3
O=C(O)CCCN1C(=O)C(=O)/C(=C(/O)c2ccccc2)C1/C=C/c1ccccc1 (stereo unspecified)	2
COC(=O)CSc1nc2cc3c(cc2cc1C#N)OCO3	2
Nc1nnc(SCC(=O)c2ccc3ccccc3c2)s1	-2
COC(=O)c1ccc(S(=O)(=O)NCc2cccc(OC)c2)n1C	-1
O=C(N/C(=C/c1ccccc1)C(=O)N1CCCCC1)c1ccc(Br)o1	0
N#C/C(=N\Nc1ccc(F)cc1)C(=N)N1CCCCCC1	-5
Cc1[nH]c(=O)[nH]c(=O)c1S(=O)(=O)Nc1ccc(F)c(Cl)c1	3
O=C(CC(c1ccccc1O)N1CCCCC1)N1CCCCC1 (stereo unspecified)	4
O=C(Oc1ccc2c(c1)OCO2)c1ccc(Br)c(S(=O)(=O)N2CCOCC2)c1	-3
O=C1NC(=Nc2ccccc2)S/C1=C/c1cccnc1	1
CCCC1CCC(C(=O)n2nc(N)c3cc4ccc(OC)cc4nc32)CC1 (stereo unspecified)	5
Cc1ccc(-c2nc(CSCC(=O)NCCN3CCN(Cc4ccccc4)CC3)c(C)o2)cc1	-4
Cc1ccc2c(c1)CCCN2C(=O)CCc1nc2ccccc2c(=O)[nH]1	-1
NC(=O)CN(Cc1ccccc1)S(=O)(=O)c1ccc2c(c1)OCCO2	4

These rows are one share of the data; count on the stated rates, not on these rows.
